From PubChem
MBD2 DNA inh – MBD2-methylated oligo binding inhibition; Q9UBB5; TR-FRET, MBD2 binding to methylated oligonucleotide; inhibition, % at 4.4 µM; 370,000 compounds, 0.31% hits; in the data active = inhibition above about 13%
rCAG RNA binder – binds r(CAG) RNA repeats; r(CAG) RNA repeat, TO-PRO-1 dye displacement fluorescence; inhibition, % at 3 µM; 370,000 compounds, 1.3% hits; AID 651821;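 active = inhibition above the plate cutoff, the mean of all test compounds on that plate plus 3 SD, cut at about 35% in these data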;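 also: 0% = DMSO alone and 100% = 100 µM mitoxantrone as full dye displacement; higher means more dye released from RNA so lower well fluorescence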
PRMT1 inh – blocks human protein arginine methyltransferase 1; recombinant PRMT1, activity-based probe fluorescence polarization; inhibition, % at 2.79 µM; 370,000 compounds, 1.3% hits; AID 652257;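 active = inhibition above about 21% made by adding two undisclosed values, limit read from the data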
Target sequence (Q99873 whole entry, looked up): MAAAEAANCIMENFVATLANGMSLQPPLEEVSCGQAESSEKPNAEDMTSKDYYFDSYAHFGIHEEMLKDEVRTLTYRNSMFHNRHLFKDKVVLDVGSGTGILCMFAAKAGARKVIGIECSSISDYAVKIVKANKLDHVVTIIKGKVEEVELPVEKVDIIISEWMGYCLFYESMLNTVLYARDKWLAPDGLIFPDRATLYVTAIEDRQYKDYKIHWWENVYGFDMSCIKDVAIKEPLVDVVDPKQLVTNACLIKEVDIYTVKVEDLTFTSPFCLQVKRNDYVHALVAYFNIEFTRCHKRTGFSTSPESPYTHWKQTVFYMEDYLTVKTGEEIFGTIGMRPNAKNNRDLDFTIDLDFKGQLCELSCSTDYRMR
GC-B act – GC-B (human) receptor activation; P20594; HEK293-GC-B cells, CNP EC30, cGMP TR-FRET; 0% at EC30 CNP, 100% saturating CNP; activation, % at 10 µM; 370,000 compounds, 0.11% hits; AID 1920062;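 active = activation at 10 µM reaching about 35% in either raw or pattern-adjusted values, limit read from the data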
LEDGF integ inh – blocks HIV-1 LEDGF/p75-dependent DNA integration; AID 743269; TR-FRET IN-LEDGF/p75 DNA integration, Eu/Cy5; inhibition, % at 3.7 µM; 370,000 compounds, 0.64% hits;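 active = inhibition above the screen-wide mean plus 3 SD, cut at about 13% in these data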;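 also: signal is the Cy5 over europium emission ratio at 671 and 618 nm; 0% = plate median of compound wells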
SIAE inh – inhibitors of human sialic acid acetylesterase SIAE; Q9HAT2; SIAE FP-Rh probe binding, fluorescence polarization; inhibition, % at 9.66 µM; 370,000 compounds, 0.69% hits;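 active = inhibition above a cutoff: mean of compounds within the control limits plus 3 SD of those, cut at about 17% in these data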;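 also: 0% = plate median of compound wells and 100% = probe without SIAE protein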
TDP2 inh – TDP2 (human) inhibition, absorbance primary screen; AID 720702; inhibition, % at 12.8 µM; 370,000 compounds, 0.34% hits; O95551; recombinant TDP2, T5PNP hydrolysis, p-nitrophenol absorbance 415 nm;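 active = inhibition above the mean of all tested compounds plus 3 SD, set per campaign, cut at about 25% in these data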;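 also: 0% = DMSO with enzyme and 100% = buffer with substrate but no TDP2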
Target sequence (O95551 whole entry, looked up): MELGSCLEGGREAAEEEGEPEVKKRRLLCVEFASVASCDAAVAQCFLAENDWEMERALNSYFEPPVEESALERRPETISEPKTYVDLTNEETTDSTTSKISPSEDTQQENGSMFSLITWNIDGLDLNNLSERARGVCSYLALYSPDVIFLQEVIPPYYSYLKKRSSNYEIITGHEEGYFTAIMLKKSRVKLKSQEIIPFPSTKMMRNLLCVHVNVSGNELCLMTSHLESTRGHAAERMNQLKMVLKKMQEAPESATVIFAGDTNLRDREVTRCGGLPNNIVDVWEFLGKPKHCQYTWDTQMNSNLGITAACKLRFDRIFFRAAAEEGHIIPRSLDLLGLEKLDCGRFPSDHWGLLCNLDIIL
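Test system: Human TDP2 enzyme | Reagent: 5 mM T5PNP | Compound dosing: 12.8 µM single point, 1% DMSO | Incubation: Enzyme reaction with compound for 2 h at 37 °C | Technique: p-Nitrophenol epi absorbance | Read-out: % inhibition relative to enzyme-containing and enzyme-free wells | Benchmarks: High control without enzyme, low control DMSO plus TDP2 | Replicates: Singlicate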
TCR-CD3 inh – human TCR-CD3 binding inhibition. 360,000 compounds, 0.37% hits. AID 651800. inhibition, % at 9.4 µM. TAMRA-labeled TCR probe fluorescence, biochemical; in the data active = inhibition above about 19%;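 also: recombinant mutant TCR 2C K166C tagged with TAMRA read by polarization; 0% = receptor in buffer alone and 100% = receptor with positive control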
ABHD4 inh – inhibits mouse alpha/beta hydrolase domain 4. Q8VD66. purified mABHD4, FP-Rh probe fluorescence polarization. inhibition, % at 8.92 µM. 370,000 compounds, 0.54% hits. AID 720543;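 active = inhibition exceeding the mean over every tested compound plus 3 SD, cut at about 30% in these data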;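 also: 0% = plate median of compound wells and 100% = S159A mutant with DMSO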
Target sequence (Q8VD66 whole entry, looked up, the tested form may be a part): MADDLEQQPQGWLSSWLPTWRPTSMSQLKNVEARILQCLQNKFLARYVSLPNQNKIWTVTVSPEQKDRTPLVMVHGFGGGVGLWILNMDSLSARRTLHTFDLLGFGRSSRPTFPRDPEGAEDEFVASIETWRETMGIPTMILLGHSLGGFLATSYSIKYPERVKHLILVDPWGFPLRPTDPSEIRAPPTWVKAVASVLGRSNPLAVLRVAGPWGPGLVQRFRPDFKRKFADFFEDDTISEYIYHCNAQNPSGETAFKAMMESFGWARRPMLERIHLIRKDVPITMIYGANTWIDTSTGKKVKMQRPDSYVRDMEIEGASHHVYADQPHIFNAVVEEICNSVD
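Test system: mouse ABHD4 enzyme, wild type. Reagent: FP-Rh fluorescent activity-based probe, added after compound pre-incubation. Timing: pre-incubation 45 min, probe exposure 60 min, at 25 °C. Technique: FP readout, ex 525 nm / em 598 nm. Benchmarks: high control S159A mutant with DMSO, low control median of compound wells.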
HTRA1 inhibitor – blocks human HTRA1 serine peptidase; Q92743; AID 504803; recombinant HTRA1, FP-rhodamine activity-based probe, fluorescence polarization; inhibition, % at 5.96 µM; 340,000 compounds, 0.5% hits; in the data active = inhibition above about 36%;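 also: 0% = enzyme with DMSO and 100% = wells lacking enzyme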
* hit, by the source's call; . = not tested or not shown. Some of the compounds tested; rates above refer to the full screens.

Results follow in this order: MBD2 DNA inh	rCAG RNA binder	PRMT1 inh	GC-B act	LEDGF integ inh	SIAE inh	TDP2 inh	TCR-CD3 inh	ABHD4 inh	HTRA1 inhibitor
> Cc1ccc(/C=C(\C#N)C(=O)NCCN2CCOCC2)cc1
  3.1	-0.5	2.9	1.8	-6.8	6.3	0.8	-0.7	4.7	-2.8
> Cc1cc(/C=C2/NC(=S)NC2=O)c(C)n1-c1cccnc1
  -5.0	6.7	3.4	-2.7	0.1	-3.0	-5.3	-5.2	3.5	5.2
> O=C(CCNC(=O)c1ccccc1)N/N=C/c1ccc([N+](=O)[O-])cc1
  -2.6	0.7	-3.4	0.3	0.8	-0.9	9.7	-2.2	9.0	0.5
> COc1ccc(CC2CCOC2=O)cc1 (stereo unspecified)
  1.0	-0.7	-3.1	0.9	2.5	-9.5	-8.9	3.2	-10.0	5.6
> O=C(CN1CCN(Cc2ccc3c(c2)OCO3)CC1)Nc1cc(S(=O)(=O)N2CCCC2)ccc1Cl
  5.8	-3.9	-1.3	6.1	2.6	-3.9	0.5	-1.2	4.7	-0.5
> O=C1C=C(Nc2ccc(Cl)cc2)CC(c2ccco2)C1 (stereo unspecified)
  -1.6	1.5	3.9	-4.8	0.1	-2.6	-4.0	10.8	3.2	-0.1
> O=C(c1ccco1)N1N=C(c2ccc(Cl)cc2)CC1c1ccco1 (stereo unspecified)
  -2.8	6.8	12.0	0.4	0.1	-7.5	-17.2	10.6	-13.0	-4.2
> CCn1ccnc1CNC(=O)C1CCC(=O)N(Cc2ccccc2F)C1 (stereo unspecified)
  7.3	-2.9	4.1	-4.9	-1.8	1.6	-14.2	-1.0	-12.4	5.2
> c1coc(-c2ccnc3nc(-n4cccc4)nn23)c1
  6.4	12.1	1.4	-5.8	17.0*	-2.4	-4.9	11.1	-4.2	-3.6
> COc1ccc(C)cc1NC(=O)CSc1nc2ccccc2nc1N1CCCC1
  0.5	2.2	3.7	-1.5	-5.0	-4.4	-10.4	-7.8	7.1	-8.6
> COC(=O)c1cc(NC2c3ccccc3C(=O)N2CCN2CCOCC2)cc(C(=O)OC)c1 (stereo unspecified)
  1.2	0.1	-1.2	-5.5	0.8	-10.9	0.0	2.2	0.2	-2.8
> CC(=O)Nc1ccc(Nc2nnc(-c3ccc(C)c(S(N)(=O)=O)c3)c3ccccc23)cc1
  -0.3	10.3	2.1	1.7	0.4	8.6	-7.8	1.0	1.0	-3.2
> COc1ccc(CN2CCN(C(=O)C3CCN(S(=O)(=O)c4cccs4)CC3)CC2)c(OC)c1OC
  1.1	-4.7	0.1	2.0	3.1	-3.9	-1.9	6.9	-2.4	-3.9
> COc1ccccc1C(=O)Nc1ccccc1C(=O)N1CCCC1
  -7.6	-1.5	-1.6	4.2	3.7	10.0	-12.2	3.5	2.6	8.6
> Fc1ccc(/C=N/Nc2nc(-c3cccnc3)nc3ccccc23)cc1
  -1.8	1.1	-1.6	-2.6	3.5	2.7	-8.9	-10.7	3.5	-25.2

The listing continues.
Results follow in this order: MBD2 DNA inh	rCAG RNA binder	PRMT1 inh	GC-B act	LEDGF integ inh	SIAE inh	TDP2 inh	TCR-CD3 inh	ABHD4 inh	HTRA1 inhibitor
> COc1ccc2nc3ccccc3nc2c1NC(=O)c1ccc(Br)cc1
  -1.8	2.3	6.1	-0.3	-9.1	-1.8	-11.1	-2.3	5.9	4.5
> CC1CC(C)CN(S(=O)(=O)c2ccc3c(c2)oc(=O)n3CC(=O)N(C)Cc2ccccc2)C1 (stereo unspecified)
  4.7	2.7	-0.8	9.9	-0.5	-6.9	-1.7	-6.9	8.1	0.0
> CCC1(c2ccc(OC)cc2)NC(=O)N(CC(=O)N2CCc3ccccc32)C1=O (stereo unspecified)
  0.8	-0.8	0.8	1.7	0.0	-2.8	-5.2	3.6	1.2	-3.4
> C=CC[C@@H](CC(=O)NCCO)C(=O)N[C@@H](COC(=O)[C@@H](CC=C)CC(=O)OC(C)(C)C)Cc1c[nH]c2ccccc12
  2.0	-4.0	1.4	0.8	-1.7	4.8	5.2	3.1	4.6	2.6
> CCN(C(=O)c1cccc(Br)c1)c1ccccc1
  -5.0	-1.6	-3.0	-13.9	1.2	7.6	7.1	-5.4	2.8	0.2
> CCc1ccc(C(=O)COC(=O)c2cc([N+](=O)[O-])ccc2NCCO)cc1
  2.2	13.0	-1.2	3.5	3.3	-9.7	-8.7	-6.5	-20.1	-41.8
> CCOC(=O)[C@H]1[C@H]2COc3ccc(Br)cc3[C@@H]2N2C(=O)c3cc(Br)ccc3NC(=O)[C@@]12C
  -6.0	2.9	-1.5	-19.4	-1.9	-82.6	0.7	3.1	-67.4	-92.8
> COc1ccccc1NC(=O)C1CCN(S(=O)(=O)c2cccc3nonc23)CC1
  -10.1	1.3	-1.7	-1.0	-0.9	6.4	1.6	4.6	-3.0	-2.6
> CC1(C)Cc2ccccc2-c2nnc(C(F)(F)F)n21
  -2.7	-0.8	-1.9	7.8	1.7	15.1	-6.4	7.9	0.8	-1.5
> CCOc1ccc(NS(=O)(=O)c2cc(NC(=O)CCS(=O)(=O)c3ccc(C)cc3)ccc2OC)cc1
  -0.1	4.8	0.6	5.6	-1.5	3.4	-7.5	-2.6	1.6	-8.6
> O=C(NC1CCCCC1)C(c1cccnc1)N(C(=O)c1ccc(Cl)nc1)C1CCCCC1 (stereo unspecified)
  0.5	-7.8	-4.5	-1.6	0.7	-4.5	2.5	0.2	3.8	1.1
> CCOC(=O)c1ccc(NC(=O)CCc2nc(-c3ccc(C)cc3)no2)cc1
  3.4	-1.4	-1.3	1.8	-0.9	-4.6	-3.1	6.9	-7.3	-49.6
> COc1ccc(N2CCN(C(=O)COC(=O)COc3cccc(C(F)(F)F)c3)CC2)cc1
  0.6	-1.1	0.5	-9.3	3.4	2.6	-4.5	1.8	3.9	1.0
> CCOC(=O)COc1ccc2nsnc2c1Cl
  0.7	-0.8	-1.1	-0.5	3.4	4.2	11.4	-2.4	-0.5	0.8
> O=C(OCCN1C(=O)c2ccccc2C1=O)c1ccc(S(=O)(=O)N2CCCCCC2)cc1
  3.0	0.0	-1.9	11.0	-0.2	3.1	6.9	0.1	-0.2	-3.0

The list continues:
Results follow in this order: MBD2 DNA inh	rCAG RNA binder	PRMT1 inh	GC-B act	LEDGF integ inh	SIAE inh	TDP2 inh	TCR-CD3 inh	ABHD4 inh	HTRA1 inhibitor
> CCOc1ccc(-n2c(C)c(C(=O)OC)c3cc(O)ccc32)cc1
  2.0	0.8	-1.3	0.6	-0.7	12.2	2.1	3.2	-1.8	3.0
> CCC(=O)Nc1ccc(N/C(N)=N/c2nc(C)cc(C)n2)cc1
  -4.2	15.1	4.9	1.6	1.4	-4.3	3.1	-0.7	-4.5	-6.4
> O=C(NCc1cccc(C(F)(F)F)c1)c1csc([C@H]2C[C@H](O)[C@@H](CO)O2)n1
  5.8	-1.2	1.8	-0.7	-1.4	-0.7	4.8	-3.1	6.7	.
> COc1ccc(NC(=O)C2Cc3ccccc3C(=O)O2)cc1 (stereo unspecified)
  -1.3	2.7	-1.4	2.5	1.4	-0.6	-3.9	11.1	0.9	-0.1
> C=CCn1c(COc2ccc(Cl)cc2)nnc1SCC(=O)N/N=C/c1cccc(O)c1
  1.5	3.7	-2.2	-10.8	1.2	-13.3	16.9	-4.2	-8.5	-14.1
> COc1ccc(C(=O)Cn2cnc3ccc(Cl)cc3c2=O)cc1F
  -0.4	5.4	1.0	-3.7	1.6	-10.8	23.6	4.7	-4.1	-17.1
> CC(C)C(C)NC(=O)CSc1nnc(-c2c[nH]c3ccccc23)o1 (stereo unspecified)
  5.0	-0.6	4.7	-5.6	-2.0	2.0	0.2	4.6	-1.8	0.0
> C#CCOCCOCCOCCNc1nc(N2CCN(C(=O)Cn3cc(CCCCN)nn3)CC2)nc(N2CCN(C(=O)Cn3cc(CCCCN)nn3)CC2)n1
  -3.0	-1.8	-5.1	-4.7	1.8	-2.8	-3.4	-4.0	-10.3	-8.3
> COc1cccc(-c2cnc3cccnn23)c1
  -6.9	3.1	0.4	-0.1	0.5	-3.1	2.7	2.1	2.2	.
> COCCCNS(=O)(=O)c1cccc(S(=O)(=O)c2cccc(S(=O)(=O)NCCCOC)c2)c1
  4.8	3.8	-0.1	1.8	-0.2	-2.7	6.8	-3.0	2.6	-2.2
> Clc1ccc(-c2c[nH]c3ccccc23)nn1
  2.9	3.2	-2.5	-2.8	1.2	1.4	14.9	0.3	-5.0	-5.9
> COC(=O)c1ccccc1NS(=O)(=O)c1ccc(O)c(C(=O)O)c1
  0.1	11.3	3.6	0.8	0.6	-14.0	13.8	7.3	5.3	5.4
> CCOC(=O)N1CCN(Cc2c(F)cccc2F)CC1
  5.0	-1.9	4.2	-0.3	0.4	3.7	-5.3	5.5	11.8	5.7
> CCOC(=O)[C@@H](NC(=O)CC[C@H]1O[C@@H](n2ccc(=O)[nH]c2=O)[C@H](O)[C@@H]1O)C(C)C
  0.0	2.6	0.8	-3.2	1.7	1.0	-2.2	4.0	3.2	.
> O=C(O)C(=O)/C(=C\c1ccccc1)c1ccc2ccccc2n1
  3.3	4.2	-1.9	-0.6	0.4	-6.5	-0.3	2.0	7.3	-0.7

Grouped by structure, the entries above with fluorine.
Results follow in this order: MBD2 DNA inh	rCAG RNA binder	PRMT1 inh	GC-B act	LEDGF integ inh	SIAE inh	TDP2 inh	TCR-CD3 inh	ABHD4 inh	HTRA1 inhibitor
> CCn1ccnc1CNC(=O)C1CCC(=O)N(Cc2ccccc2F)C1 (stereo unspecified)
  7.3	-2.9	4.1	-4.9	-1.8	1.6	-14.2	-1.0	-12.4	5.2
> Fc1ccc(/C=N/Nc2nc(-c3cccnc3)nc3ccccc23)cc1
  -1.8	1.1	-1.6	-2.6	3.5	2.7	-8.9	-10.7	3.5	-25.2
> CC1(C)Cc2ccccc2-c2nnc(C(F)(F)F)n21
  -2.7	-0.8	-1.9	7.8	1.7	15.1	-6.4	7.9	0.8	-1.5
> COc1ccc(N2CCN(C(=O)COC(=O)COc3cccc(C(F)(F)F)c3)CC2)cc1
  0.6	-1.1	0.5	-9.3	3.4	2.6	-4.5	1.8	3.9	1.0
> O=C(NCc1cccc(C(F)(F)F)c1)c1csc([C@H]2C[C@H](O)[C@@H](CO)O2)n1
  5.8	-1.2	1.8	-0.7	-1.4	-0.7	4.8	-3.1	6.7	.
> COc1ccc(C(=O)Cn2cnc3ccc(Cl)cc3c2=O)cc1F
  -0.4	5.4	1.0	-3.7	1.6	-10.8	23.6	4.7	-4.1	-17.1
> CCOC(=O)N1CCN(Cc2c(F)cccc2F)CC1
  5.0	-1.9	4.2	-0.3	0.4	3.7	-5.3	5.5	11.8	5.7
